DSG3 Ab inh – human desmoglein-3 autoantibody binding inhibition. AID 588358. DSG3-coupled beads, scFv-anti-DSG3-GFP binding, flow cytometry; active compounds read low. 310,000 compounds, 0.48% hits. binding (percent of control), % at 10 µM;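 active means binding more than 3 SD below its plate's average and above zero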;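 further: hits lower antibody fragment binding to DSG3; some compounds called inactive have numbers as strong as hits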
Target sequence (P32926 whole entry, looked up, the tested form may be a part): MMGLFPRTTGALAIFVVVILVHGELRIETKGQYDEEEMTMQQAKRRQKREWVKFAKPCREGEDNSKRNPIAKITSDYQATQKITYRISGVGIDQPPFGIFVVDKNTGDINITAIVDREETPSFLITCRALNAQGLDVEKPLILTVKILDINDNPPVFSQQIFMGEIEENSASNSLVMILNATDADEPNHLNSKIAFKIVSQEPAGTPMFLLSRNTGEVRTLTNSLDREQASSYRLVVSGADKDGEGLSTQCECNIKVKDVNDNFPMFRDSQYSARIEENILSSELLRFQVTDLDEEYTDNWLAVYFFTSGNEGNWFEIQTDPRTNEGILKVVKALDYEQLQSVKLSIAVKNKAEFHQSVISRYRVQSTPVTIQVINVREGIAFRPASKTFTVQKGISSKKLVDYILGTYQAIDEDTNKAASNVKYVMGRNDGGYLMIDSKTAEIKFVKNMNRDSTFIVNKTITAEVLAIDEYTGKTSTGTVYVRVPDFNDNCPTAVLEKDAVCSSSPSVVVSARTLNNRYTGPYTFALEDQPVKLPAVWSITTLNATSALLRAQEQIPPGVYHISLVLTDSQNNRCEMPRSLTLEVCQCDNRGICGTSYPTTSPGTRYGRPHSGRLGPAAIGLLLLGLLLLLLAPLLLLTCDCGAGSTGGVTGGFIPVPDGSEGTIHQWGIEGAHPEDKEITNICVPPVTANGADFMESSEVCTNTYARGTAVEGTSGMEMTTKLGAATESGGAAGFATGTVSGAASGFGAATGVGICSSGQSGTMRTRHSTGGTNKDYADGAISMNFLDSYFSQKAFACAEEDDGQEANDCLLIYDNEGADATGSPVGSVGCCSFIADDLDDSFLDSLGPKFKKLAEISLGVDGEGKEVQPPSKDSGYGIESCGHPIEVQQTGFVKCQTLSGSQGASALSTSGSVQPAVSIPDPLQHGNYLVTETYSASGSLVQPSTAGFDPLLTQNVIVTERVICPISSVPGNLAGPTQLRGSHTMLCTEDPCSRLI
C-LANA FP – KSHV C-LANA DNA binding inhibition; MBP-C-LANA/FAM-LBS DNA binding, fluorescence polarization; inhibition, % at 9 µM; 340,000 compounds, 0.078% hits; AID 504423;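 active means highest replicate inhibition at or above 60% at 9 µM, even if other replicates fall short; inactive means all replicates below 60% inhibition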;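 further: 0% = neutral control wells and 100% = 4 µM acridine orange control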
DAGLB inhibitor – diacylglycerol lipase beta (human) inhibition | inhibition, % at 5.17 µM | 340,000 compounds, 0.059% hits | HEK293T DAGLB membrane lysate, EnzChek fluorogenic substrate | Q8NCG7 | AID 504411; in the data active means inhibition above about 34%;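 further: 0% = enzyme with vehicle and 100% = wells lacking enzyme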
RTF Ca sens inh – cardiac RTF calcium desensitization; AID 493244; P19429+P45379; 340,000 compounds, 0.12% hits; IANBD-labeled cardiac RTF, Ca2+ fluorescence; inhibition, % at 7.15 µM;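 active means inhibition above the mean inhibition of all tested compounds plus 3 SD, cut at about 17% in these data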;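 further: assay run at fixed EC70 calcium of 1.6 mM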
Arrestin-AP2 inh – blocks beta-arrestin peptide binding to AP2 adaptin | inhibition, % at 10 µM | 340,000 compounds, 0.31% hits | FITC-arrestin peptide / GST-AP2 beads, flow cytometry; AP2 beta2 appendage carries R879A mutation;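 active means inhibition above a set limit, near 3 SD of compounds lacking own fluorescence, cut at about 54% in these data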;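 further: plate controls were DMSO wells for no effect and 5 µM unlabelled arrestin peptide for full effect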
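Test system: GST-tagged AP2 beta2-adaptin appendage (R879A) on 4 µm glutathione beads; also added: fluorescein-tagged arrestin peptide at 50 nM final; timing: 12 min plus 1 h, RT; signal: flow cytometry, FL1 (488/535 nm); read-out: percent drop in bead-associated FITC signal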
CAL PDZ FP-1 – inhibitors of human CAL PDZ peptide binding. purified CAL PDZ, TMR-peptide fluorescence polarization, 1 h. inhibition, % at 24.9 µM. 300,000 compounds, 0.92% hits. AID 602252;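 active means mean inhibition of at least 30% with at least half of replicates also reaching 30%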;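 further: 0% = DMSO neutral control and 100% = excess unlabeled competitor peptide PRC23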
V-ATPase pH – regulators of yeast V-ATPase proton transport; 350,000 compounds, 0.37% hits; S. cerevisiae, pHLuorin cytosolic pH fluorescence; response, % at 10 µM; AID 504577; in the data active means response mostly above about 7.3%, no sharp cut-off; inactive means mostly below about 5.4%; further: actives read high; inactives centre near 0; some compounds called inactive have numbers as strong as hits
NSD2 HMT inh – inhibitors of human histone methyltransferase NSD2 | O96028 | NSD2 peptide methylation, AlphaScreen, 120 min | inhibition, % at 12.5 µM | 310,000 compounds, 0.54% hits | AID 743445; in the data active means inhibition above about 50%
Keap1-Nrf2 PPI – Keap1-Nrf2 (human) interaction inhibition. Keap1 Kelch-Nrf2 peptide fluorescence polarization, 1536-well. 340,000 compounds, 0.15% hits. Q14145. inhibition, % at 9.4 µM; in the data active means inhibition above about 12%;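 further: human Keap1 Kelch domain with fluorescein labeled Nrf2 9mer peptide probe; 0% = neutral control wells and 100% = peptide positive control; higher means more block of Keap1 binding to Nrf2 peptide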
CAL PDZ FP-2 – blocks peptide binding to human CAL PDZ domain; Q9HD26; purified CAL PDZ, TMR-peptide fluorescence polarization, 1 h; inhibition, % at 20 µM; 330,000 compounds, 0.02% hits; AID 504414;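 active means highest replicate inhibition of at least 40%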;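 further: plate controls were DMSO neutral control wells for no effect and unlabeled competitor peptide control wells for full effect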
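Read-out basis: mP drop reported as inhibition | Assay system: Tagged CAL PDZ protein CerCALP, purified | Benchmarks: Unlabelled peptide for full inhibition, DMSO wells as neutral | Schedule: 1 h incubation at room temperature before polarization reading | Buffer or medium: Sodium phosphate/NaCl buffer pH 7.4 with TCEP, IgG, Thesit | Doses: Single point, 20 µM | Measured by: Fluorescence polarization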
Numbers without * were called inactive; x = no result given. These rows are one share of the data, so the mix of outcomes need not match the whole.

nr | structure | DSG3 Ab inh | C-LANA FP | DAGLB inhibitor | RTF Ca sens inh | Arrestin-AP2 inh
1 | CCN(CC(=O)Nc1ccccc1OC)CC(=O)Nc1c(Cl)ccc(C)c1Cl | 120.3 | -0.1 | -0.1 | -4.0 | 12.2
2 | Nc1ncnc2c1ncn2[C@@H]1O[C@H](CNCc2ccc(-c3cc(C(F)(F)F)ccc3Cl)o2)[C@@H](O)[C@H]1O | 98.5 | 1.1 | 1.7 | 0.6 | -3.1
3 | Cn1ncc([N+](=O)[O-])c1C(=O)Nc1cccc(Cl)c1 | 86.4 | 0.3 | -1.6 | 3.5 | -14.0
4 | COc1ccc(CC(=O)Nc2nc(-c3cccc([N+](=O)[O-])c3)cs2)cc1 | 95.9 | 3.6 | 8.3 | -4.9 | 19.5
5 | Cc1nc2ccccc2nc1N/N=C/c1ccc(O)cc1 | 106.0 | -0.8 | -0.4 | -14.9 | 14.8
6 | CCN1CCN(S(=O)(=O)c2ccc3c(c2)OCCO3)CC1 | 107.3 | 0.3 | -2.5 | -12.6 | 14.4
7 | CSc1ccc(Cl)c(C(=O)Nc2ccc(Cl)cn2)c1 | 116.3 | -1.3 | -4.2 | -0.6 | -19.1
8 | CCNC(=S)NN(c1ccccc1)c1ccccc1 | 92.3 | 0.4 | -0.3 | -2.6 | -3.4
9 | CCn1ncc([N+](=O)[O-])c1C(=O)NC1CCCCC1 | 105.3 | 0.7 | 0.1 | -12.2 | 7.1
10 | Cc1c(C)c2ccc(OCC(=O)NCCCn3ccnc3)cc2oc1=O | x | -0.6 | 2.1 | 0.2 | -15.3
11 | COCCOC(=O)C1=C(C)NC(=O)N(C(C)=O)C1c1ccc(Cl)cc1 (stereo not given) | 106.5 | -0.9 | 0.1 | -2.4 | -6.5
12 | CN(CC(=O)Nc1cccc(F)c1)C(=O)c1cn2ccccc2n1 | x | -0.8 | -0.7 | -1.9 | 7.5
13 | CCOc1ccccc1CN1C(=O)c2ccccc2C1C(=O)NCC1CCCO1 (stereo not given) | 102.1 | 0.5 | 0.6 | -5.7 | -1.0
14 | CCCCN=C1C([N+](=O)[O-])=CC=C2C1=NC1(CCCCC1)N2O | 104.1 | -3.0 | -0.3 | 6.9 | 45.9
15 | O=C(Nc1cccc2c1C(=O)NC2=O)c1ccccc1[N+](=O)[O-] | 95.3 | 0.4 | 0.2 | 3.0 | 24.6

nr | CAL PDZ FP-1 | V-ATPase pH | NSD2 HMT inh | Keap1-Nrf2 PPI | CAL PDZ FP-2
1 | 5.5 | 3.4 | -1.6 | -3.0 | 0.4
2 | -4.6 | 0.3 | x | -6.6 | -3.0
3 | -2.3 | -1.1 | 0.3 | -2.9 | -0.3
4 | -3.7 | 11.7 | -0.9 | 1.7 | -2.6
5 | 0.0 | -0.5 | 5.0 | 5.5 | -1.7
6 | -2.5 | -4.4 | 6.6 | -0.5 | -1.0
7 | -1.4 | 1.6 | -1.0 | -2.8 | -1.6
8 | -1.9 | -6.0 | -0.1 | 1.8 | 3.3
9 | 1.1 | 1.5 | -2.3 | -0.3 | -1.9
10 | -7.5 | -0.7 | -3.0 | -4.9 | -0.5
11 | -2.6 | 0.8 | -3.2 | -1.2 | -1.9
12 | -10.3 | 0.6 | 43.8 | -1.1 | -0.9
13 | -0.3 | -3.0 | 1.2 | -0.8 | -0.9
14 | -1.6 | -1.6 | 10.9 | -1.8 | -1.9
15 | -5.0 | 3.2 | -6.0 | -3.9 | 0.5

New compounds follow.
nr | structure | DSG3 Ab inh | C-LANA FP | DAGLB inhibitor | RTF Ca sens inh | Arrestin-AP2 inh
16 | CN(CC(=O)Nc1ccc(Cl)c(C(F)(F)F)c1)C(=O)C1CCCO1 (stereo not given) | x | 1.3 | -1.7 | -5.8 | 18.0
17 | CCOC(=O)C1=C(c2ccccc2)N=C2SCC(=O)N2C1c1ccc(OC)c(OC)c1 (stereo not given) | 99.3 | -3.8 | -3.4 | -0.6 | 5.5
18 | COc1ccccc1C(=O)Nc1nc(-c2ccc(S(=O)(=O)N3CCOCC3)cc2)cs1 | 103.6 | 0.5 | 0.3 | -25.3 | 18.1
19 | Cc1c([N+](=O)[O-])c([N+](=O)[O-])nn1CC(=O)NCc1cccnc1 | 99.3 | 1.3 | 1.6 | -4.0 | -17.4
20 | COc1ccc2nc3n(c(=O)c2c1)-c1ccc(Cl)cc1C(=O)NC3Cc1ccc(O)cc1 (stereo not given) | 103.7 | 0.3 | -1.4 | -9.5 | 3.3
21 | COc1ccc(S(=O)(=O)N2CCOCC2)cc1NC(=O)CO/N=C/c1ccccc1OC(F)F | 101.0 | -0.6 | -0.9 | -2.0 | -0.5
22 | O=C(O)c1cc(-c2ccccc2)n(-c2ccccc2C(=O)O)n1 | 95.8 | -0.1 | 1.0 | -21.7 | 18.6
23 | CCN(CC1COc2ccccc2O1)C(=S)Nc1ccccc1 (stereo not given) | 103.2 | 0.8 | -4.2 | 0.6 | 8.4
24 | CCOC(=O)C(C#N)=CN1CCNc2ccccc21 | 97.9 | -0.9 | -1.0 | -11.7 | 18.1
25 | CC(=O)N1CCSc2ccc(S(=O)(=O)Nc3ccc(C)cc3)cc21 | 100.1 | -2.0 | 1.3 | -1.7 | -15.4
26 | Cc1cc(C)nc(/N=C(\N)Nc2ccc([N+](=O)[O-])cc2)n1 | 84.9 | 0.4 | -6.0 | -18.4 | 8.3
27 | N#Cc1cc(C(=O)c2cc(F)ccc2O)cn(-c2nccs2)c1=O | 120.5 | 8.6 | -34.6 | -74.8 | 13.1
28 | O=C(Nc1nnc(CSCc2ccccc2F)s1)c1cccc([N+](=O)[O-])c1 | 100.2 | 0.4 | 5.3 | -4.6 | 0.6
29 | CCOc1ccccc1NC(=O)CN1CCC(C(=O)c2ccc(F)cc2)CC1 | 100.2 | 0.3 | -7.1 | 5.2 | 22.3
30 | Cc1cccc(Nc2nc(N)nc(CN3CCN(c4ccccc4)CC3)n2)c1 | 100.4 | 0.7 | 1.2 | -10.8 | -6.9

nr | CAL PDZ FP-1 | V-ATPase pH | NSD2 HMT inh | Keap1-Nrf2 PPI | CAL PDZ FP-2
16 | -2.1 | -0.1 | -5.6 | 2.2 | 0.0
17 | -4.9 | -3.4 | 1.9 | -3.9 | -0.3
18 | -5.0 | 3.0 | x | -3.6 | -4.9
19 | -5.3 | 2.0 | -4.9 | -7.3 | -0.8
20 | -3.4 | 0.7 | x | -4.2 | -0.5
21 | -2.6 | -1.0 | -4.5 | -2.6 | -1.5
22 | -4.1 | 0.6 | -1.9 | 2.7 | 0.0
23 | x | 6.9 | -2.5 | -2.5 | -2.6
24 | 1.9 | 7.2 | 0.3 | -2.4 | -0.4
25 | 4.0 | -2.4 | 1.2 | 2.4 | -1.6
26 | -7.6 | 0.5 | -3.5 | -2.4 | -2.4
27 | x | 0.3 | 28.6 | -66.4 | -1.8
28 | -1.2 | -2.2 | x | -7.3 | -0.3
29 | -5.2 | 3.2 | 0.7 | 0.4 | -2.6
30 | -4.1 | -1.6 | 3.3 | 0.1 | -1.3

Next part
nr | structure | DSG3 Ab inh | C-LANA FP | DAGLB inhibitor | RTF Ca sens inh | Arrestin-AP2 inh
31 | CN1CCN(C(=O)CCc2nc(-c3ccc(Cl)cc3)no2)CC1 | 104.2 | 0.3 | -0.8 | -6.7 | 28.6
32 | CCOC(=O)N1CCN(C(=O)c2csc3c2CCCCC3)CC1 | 95.6 | 0.3 | -2.6 | 0.7 | -1.5
33 | CCN(CC)C(=O)C(C)N(C#N)c1nc(Cl)nc(N(C)C)n1 (stereo not given) | 97.9 | 1.0 | 1.0 | -2.8 | -10.5
34 | O=C(CSc1cccc(C(F)(F)F)c1)Nc1ccc(N2CCOCC2)cc1 | 109.3 | -0.8 | -2.7 | -8.1 | -7.4
35 | CCN(Cc1cc2ccccc2[nH]c1=O)S(=O)(=O)c1ccccc1 | 104.1 | -0.3 | 2.1 | -5.5 | 1.9
36 | COC(=O)COc1ccc2c(c1C)O/C(=C\c1ccco1)C2=O | 120.4 | 0.6 | -4.3 | 1.8 | -3.4
37 | COc1cc(C2C(C(=O)c3ccc(C)o3)=C(O)C(=O)N2CCc2ccccc2)ccc1O (stereo not given) | 101.7 | -0.9 | 2.2 | -2.0 | -1.1
38 | CC(=NC1CCCCC1)c1ccc(O)cc1O | 104.2 | x | -0.8 | x | x
39 | O=C1CC(c2ccc(F)cc2)SC(N(c2ccccc2)c2ccccc2)=N1 (stereo not given) | 103.5 | 0.1 | -1.3 | -5.6 | 8.0
40 | Cn1ncc(Br)c1C(=O)NC1CCCC1 | 114.0 | -1.8 | 0.6 | -4.4 | 3.1
41 | Cc1nc2ccccc2c(=O)n1-c1ccc(NS(=O)(=O)c2cc(F)ccc2F)cc1 | 101.1 | -1.6 | -2.1 | -2.3 | 22.4
42 | CNC(=O)c1ccsc1NC(=O)CS(=O)(=O)c1ccc(F)cc1 | 93.7 | x | -1.1 | x | x

nr | CAL PDZ FP-1 | V-ATPase pH | NSD2 HMT inh | Keap1-Nrf2 PPI | CAL PDZ FP-2
31 | -2.0 | 2.7 | 4.8 | 0.1 | 0.0
32 | -1.7 | 3.0 | 21.3 | -3.1 | 0.9
33 | -2.7 | -4.7 | -1.1 | -2.3 | -5.1
34 | -2.4 | -2.4 | -0.7 | -4.2 | 0.7
35 | -0.5 | -1.2 | -1.8 | -2.5 | -1.3
36 | -1.0 | 0.0 | 2.9 | -5.5 | -0.5
37 | -1.0 | 8.1 | 5.7 | -3.5 | -2.3
38 | x | -2.1 | -0.7 | x | x
39 | -5.4 | 0.6 | -0.6 | -1.6 | -1.4
40 | 0.6 | -0.8 | -4.3 | -3.1 | -0.2
41 | -4.0 | 7.0 | 1.5 | 0.8 | -0.6
42 | x | 5.2 | -6.4 | x | x

Screening results (PubChem)
